V-ATPase pHluor: regulators of yeast V-ATPase proton transport. S. cerevisiae, pHLuorin cytosolic pH fluorescence. response, % at 10 µM. 350,000 tested, 0.37% active. AID 504577; in the data active means response mostly above about 7.3%, no sharp cut-off; inactive means mostly below about 5.4%; further: actives read high; inactives centre near 0; some compounds called inactive have numbers as strong as hits; reference of the scale not given here
SR-BI DiI inh: inhibitors of mouse SR-BI mediated HDL lipid uptake; ldlA[mSR-BI] CHO cells, DiI-HDL uptake fluorescence, 3 h; AID 488896; 320,000 tested, 0.96% active; inhibition, % at 12.5 µM; Q61009;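 active means mean replicate inhibition of at least 70% and a set share of replicates each scoring 70 or more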;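 further: 0% = median of neutral control wells and 100% = median of positive control wells; values of inactives mirror those of a sister screen read the other way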
NSD2 inh: inhibitors of human histone methyltransferase NSD2. NSD2 peptide methylation, AlphaScreen, 120 min. inhibition, % at 12.5 µM. 310,000 tested, 0.54% active. AID 743445; in the data active means inhibition above about 50%
Target sequence (O96028 whole entry, looked up): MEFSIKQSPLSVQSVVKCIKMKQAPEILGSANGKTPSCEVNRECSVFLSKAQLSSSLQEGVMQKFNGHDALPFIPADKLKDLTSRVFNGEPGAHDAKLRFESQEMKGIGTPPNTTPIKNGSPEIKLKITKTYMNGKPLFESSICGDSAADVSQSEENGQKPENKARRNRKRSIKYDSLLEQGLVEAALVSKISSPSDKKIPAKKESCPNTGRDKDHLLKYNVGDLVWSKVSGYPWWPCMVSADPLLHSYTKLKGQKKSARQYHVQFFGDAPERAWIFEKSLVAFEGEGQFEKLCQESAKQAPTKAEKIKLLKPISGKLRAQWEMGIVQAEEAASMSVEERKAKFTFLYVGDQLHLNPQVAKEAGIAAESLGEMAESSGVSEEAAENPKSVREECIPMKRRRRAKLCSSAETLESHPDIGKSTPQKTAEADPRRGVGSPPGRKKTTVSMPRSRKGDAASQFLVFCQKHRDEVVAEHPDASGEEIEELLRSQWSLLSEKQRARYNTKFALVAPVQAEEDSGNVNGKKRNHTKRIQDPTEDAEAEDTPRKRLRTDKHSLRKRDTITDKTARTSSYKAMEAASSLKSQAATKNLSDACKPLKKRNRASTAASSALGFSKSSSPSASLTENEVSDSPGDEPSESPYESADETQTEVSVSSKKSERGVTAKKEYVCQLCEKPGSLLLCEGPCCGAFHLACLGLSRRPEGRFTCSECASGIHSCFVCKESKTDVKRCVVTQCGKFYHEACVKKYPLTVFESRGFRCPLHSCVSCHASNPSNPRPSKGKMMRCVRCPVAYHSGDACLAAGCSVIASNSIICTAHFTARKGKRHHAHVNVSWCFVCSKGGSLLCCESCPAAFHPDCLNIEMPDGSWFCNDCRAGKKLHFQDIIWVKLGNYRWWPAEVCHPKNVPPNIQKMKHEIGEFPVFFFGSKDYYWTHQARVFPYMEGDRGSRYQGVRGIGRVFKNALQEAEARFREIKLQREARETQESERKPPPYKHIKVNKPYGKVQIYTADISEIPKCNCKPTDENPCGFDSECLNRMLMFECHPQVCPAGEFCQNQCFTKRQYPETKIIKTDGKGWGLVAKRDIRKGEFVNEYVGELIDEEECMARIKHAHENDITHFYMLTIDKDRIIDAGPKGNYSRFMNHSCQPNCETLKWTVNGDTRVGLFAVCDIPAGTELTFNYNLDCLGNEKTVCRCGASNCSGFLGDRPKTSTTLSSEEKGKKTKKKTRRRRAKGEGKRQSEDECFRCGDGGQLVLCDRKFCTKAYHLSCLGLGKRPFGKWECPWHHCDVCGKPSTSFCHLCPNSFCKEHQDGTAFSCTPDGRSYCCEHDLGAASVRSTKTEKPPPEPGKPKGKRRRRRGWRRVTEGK
CDK5 inh: CDK5/p35 (human) kinase inhibition. Recombinant CDK5/p35, ADP-Glo luminescence, 60 min. inhibition, % at 10 µM. 330,000 tested, 0.01% active. AID 488839;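 active means highest replicate inhibition of at least 50% and at least 75% of replicates reaching 50%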;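 further: plate controls were DMSO neutral control for no effect and GW8510 at 10 µM for full effect; many of its hits are not listed in these tables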
MITF act: increases MITF-driven TRPM1 promoter luciferase signal | SK-MEL-5 TRPM1-promoter luciferase, 24 h; % of positive control, neutral wells = 0 | 300,000 tested, 0.75% active | AID 588334 | activation, % at 12.5 µM;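 active means mean activation of at least 80% with every replicate also reaching 80%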;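 further: 0% = neutral control wells and 100% = parthenolide positive control wells; values of inactives mirror those of a sister screen read the other way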
HTR5A inv ag: inverse agonist of human HTR5A in OPRM1-OPRD1 counter-screen. P47898. HTR5A cell line, luminescence, inverse agonism. inhibition, % at 9.3 µM. 340,000 tested, 0.083% active. AID 504634; in the data active means inhibition mostly above about 23%, no sharp cut-off; inactive means mostly below about 18%;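 further: 0% = cells with DMSO and 100% = no-cell wells with DMSO; some compounds called inactive have numbers as strong as hits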
Wnt act: Wnt/beta-catenin pathway activation. 300,000 tested, 1.2% active. Wnt/beta-catenin reporter cell assay, activator, plate reader. activation, % at 9.35 µM; in the data active means activation above about 30%, passing the limit was not always enough;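 further: 0% = neutral control wells and 100% = positive control wells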
PvdQ inh: P. aeruginosa PvdQ acylase inhibition. 340,000 tested, 0.063% active. purified PvdQ acylase, fluorescence plate reader. inhibition, % at 10 µM; in the data active means inhibition above about 30%, passing the limit was not always enough;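 further: 0% = vehicle neutral wells and 100% = reference inhibitor wells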
HTR5A ag: HTR5A agonism, opioid heterodimer counter-screen; HTR5A agonist assay, luminescence, cell-based; activation, % at 9.3 µM; 340,000 tested, 0.61% active; AID 504692; P47898; in the data active means activation mostly above about 9.5%, no sharp cut-off; inactive means mostly below about 7.6%;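 further: 0% = cells with vehicle only and 100% = reference agonist; strong numbers were not always called active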
dFosB activator: enhances mouse delta FosB homodimer DNA binding; P13346; purified delta FosB, TAMRA-CDK5 oligo fluorescence polarization; percent of positive-control signal above neutral wells; activation, % at 25 µM; 340,000 tested, 0.99% active; AID 493131;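 active means mean activation above about 17%, with every replicate also reaching it, limit read from the data, passing the limit was not always enough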;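 further: fluorescence polarization rise as delta FosB binds a TAMRA Cdk5 AP-1 oligo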
An asterisk follows results filed as active; / = not tested or not shown.

SMILES	V-ATPase pHluor	SR-BI DiI inh	NSD2 inh	CDK5 inh	MITF act	HTR5A inv ag	Wnt act	PvdQ inh	HTR5A ag	dFosB activator
CN(CC(=O)Nc1ccccc1Br)C(=O)c1cc(Cl)nc2ccccc12	4	8	4	-0.5	-7	10	0	3	-4	0
COc1ccc(-n2c(-c3ccc(OC)c(OC)c3)n[nH]c2=S)cc1	1	-14	0	2.3	4	-12	0	-15	4	-4
CC(C)(C)c1cc(C(=O)CCN2CCOCC2)cc(C(C)(C)C)c1O	-6	11	4	0.6	-2	-14	0	2	4	-5
Cc1ccc(S(=O)(=O)Cc2ccc(C(=O)N3CCCCC3C)cc2)cc1 (centres undefined)	-2	6	4	-3.2	7	5	2	-14	-2	-12
Cc1ccccc1Nc1nc(N)nc(CSc2nnc3ccccn23)n1	-4	/	0	0.5	-3	-4	-1	-3	2	7
Cc1c([N+](=O)[O-])cc(C(=O)Oc2ccc(Br)cc2C(=S)N2CCCCC2)cc1[N+](=O)[O-]	-1	-1	-1	-0.2	2	-11	-4	-9	4	-13
Cc1ccccc1-c1nc(CN2CCC(C(=O)N3CCC(C(N)=O)CC3)CC2)c(C)o1	-1	-7	/	-0.2	5	-18	-1	1	6	-1
COc1ccc2[nH]c(C)c(CCNC(=S)Nc3ccc(C)cc3)c2c1	0	42	-1	-0.3	21	-10	-2	-10	-3	-8
COc1ccccc1CNC(=O)c1ccc(S(=O)(=O)N(C)c2ccccc2)cc1	-3	48	-1	-0.9	1	-2	-4	-11	1	-4
Cc1nn(Cc2ccc(Cl)c(Cl)c2)c(C)c1NC(=O)c1cn(-c2ccccc2)nc1-c1ccccc1	2	29	/	0.1	-6	-3	/	4	-1	-14
O=C(O)C1=C[C@@H](c2ccc(C(F)(F)F)cc2)C[C@@H](OCCCCO)O1	3	-16	/	0.8	2	-1	-2	-5	-2	2
CC1(c2nnc(-c3ccccc3)o2)CC(c2ccc(F)cc2)=NO1 (centres undefined)	0	-24	/	-0.2	3	-9	-3	-16	3	-13
CC(=O)N1N=C(c2cccc(NS(=O)(=O)c3ccc(C)cc3)c2)CC1c1ccco1 (centres undefined)	-1	26	-3	-2.3	-5	2	1	-3	-5	0
Cc1ccc(C)c(NC(=S)N=Nc2c(O)n(C)c3ccc(S(=O)(=O)N4CCOCC4)cc23)c1	-2	44	1	-0.8	-13	-25	-9	-17	1	-4
CCC(=O)N1c2ccccc2NC2=C(C(=O)CC(C)(C)C2)C1c1cccnc1 (centres undefined)	1	-8	-2	-0.2	1	12	-2	8	7	-3

Overlap with the part before: 4 entries, then new ones.
SMILES	V-ATPase pHluor	SR-BI DiI inh	NSD2 inh	CDK5 inh	MITF act	HTR5A inv ag	Wnt act	PvdQ inh	HTR5A ag	dFosB activator
CC1(c2nnc(-c3ccccc3)o2)CC(c2ccc(F)cc2)=NO1 (centres undefined)	0	-24	/	-0.2	3	-9	-3	-16	3	-13
CC(=O)N1N=C(c2cccc(NS(=O)(=O)c3ccc(C)cc3)c2)CC1c1ccco1 (centres undefined)	-1	26	-3	-2.3	-5	2	1	-3	-5	0
Cc1ccc(C)c(NC(=S)N=Nc2c(O)n(C)c3ccc(S(=O)(=O)N4CCOCC4)cc23)c1	-2	44	1	-0.8	-13	-25	-9	-17	1	-4
CCC(=O)N1c2ccccc2NC2=C(C(=O)CC(C)(C)C2)C1c1cccnc1 (centres undefined)	1	-8	-2	-0.2	1	12	-2	8	7	-3
c1ccc(-c2noc(-c3ccc4ccccc4c3)n2)nc1	-3	-17	-4	4.8	/	-11	/	-3	-1	-11
O=C(NNC(=O)c1ccccc1F)c1ccc(S(=O)(=O)N2CCCC2)cc1	-4	14	4	-2.5	5	-18	-2	-8	4	11
CN(CCc1cnn(C)c1)Cc1nc(CC2CC2)no1	1	-14	0	-0.9	-5	-55	-2	-16	3	-9
O=C(Nc1ccc(N2CCN(C(=O)c3ccccc3F)CC2)cc1)c1ncn[nH]1	3	-8	-4	0.8	-10	-1	-2	-31	1	0
CCOC(=O)C1CCC(CN(Cc2ccccc2)S(=O)(=O)c2ccc([N+](=O)[O-])cc2)CC1 (centres undefined)	1	-16	-1	2.0	0	-1	-1	-1	-3	-8
CCn1c(SCC(=O)N/N=C/c2ccc(C)o2)nnc1-c1ccccc1	-1	-9	-1	-3.7	-3	-1	/	-12	0	3
Cc1nn(-c2ccc(F)cc2)c(Cl)c1C(=O)NCC1CCCO1 (centres undefined)	0	-24	-1	0.5	19	-20	7	3	0	4
CCCN1CNC(=S)N(Cc2ccccc2)C1	0	-15	0	0.5	4	20	/	0	0	-3
NNC(=O)C(=O)NCCCN1CCOCC1	-3	6	-2	1.2	7	-3	-1	1	0	-4
Cc1c(C(=O)Nc2c(C)n(C)n(-c3ccccc3)c2=O)oc2c(Cl)cccc12	1	1	-1	-1.0	-7	-12	9	-6	8	-10
COc1ccc(-n2ccc(=O)c3c2CCCC3=O)cc1	-2	-17	2	1.2	-8	-4	-1	-9	2	10
COc1ccccc1N1CCN(C(=O)c2cc(=O)c3cc(C)cc(C)c3o2)CC1	3	13	4	-0.4	-50	-17	-10	-11	4	-12
CC(=O)c1ccc(NC2=C(N3CCOCC3)C(=O)c3ccccc3C2=O)cc1	-3	11	/	1.3	-16	-22	/	-8	5	-10
S=c1[nH]nc(C2CCCCC2)o1	2	14	1	0.3	21	3	2	3	2	7
CCC(=O)c1ccc(N2CCN(C(=O)c3cccc(F)c3)CC2)c(F)c1	1	4	-4	3.5	-9	-7	-18	-3	3	-5
O=C(Nc1cccc([N+](=O)[O-])c1)C1CC(=O)N(Cc2ccccc2)C1 (centres undefined)	-5	0	7	1.8	-4	2	-1	-27	3	-7
CC(=O)Nc1cccc(OCC(=O)/C=C2\N(C)c3ccccc3C2(C)C)c1	5	21	3	-0.4	-7	-1	-2	6	0	-1
C/C=C\C=C\C(=O)N1CC2(CC(c3cccc(NC(=O)CC)c3)=NO2)C[C@H]1C(N)=O (some centres undefined)	-2	-20	/	0.4	-6	17	-1	17	6	-9
O=C(Cn1cc(F)c(=O)[nH]c1=O)NCCO	-2	-5	-3	-1.1	-1	5	-1	-11	-2	2
CCOc1cccc(NC(=O)C2CC(=O)N(c3ccc(F)cc3)C2)c1 (centres undefined)	-1	-13	0	0.6	-5	8	/	-7	6	-2
Cc1ccsc1CNC(=O)c1c(-c2ccccc2)noc1C	2	-1	-1	1.4	/	-6	0	-12	0	-2
CCCC1(c2ccccc2)NC(=O)N(CC(=O)NCc2ccc(C)cc2)C1=O (centres undefined)	3	-27	-2	-1.0	1	-2	-1	-1	1	-2
Cc1cc[n+](CC(=O)Nc2cc(C(F)(F)F)ccc2Cl)cc1	-3	-47	1	-1.0	8	14	/	5	-2	-6
Cc1cc(Cl)ccc1OC(C)C(=O)NC(C)C1CCCO1 (centres undefined)	-3	-7	-5	-0.8	-9	-19	3	-8	5	-8
CC(=O)c1cccc(OC(=O)C2=CC=CN3CCS(=O)(=O)N=C23)c1	4	-23	0	0.7	3	6	-4	-2	-2	-6
COc1ccc(CN2CCc3ccc(NC(=O)c4ccncc4)cc3C2)c(F)c1	6	9	-1	-2.0	-5	3	-1	-15	-1	1
COc1ccc(CC(=O)O/N=C(\N)c2ccc(OC)cc2)cc1	-9	-22	-7	-7.1	/	5	23	-11	1	-3
C=CCNC(=S)Nc1ccc(OC(F)F)c(Cl)c1	2	9	1	-0.2	-5	/	1	-13	/	-5
O=C(NC1CCCCC1)c1cc(-c2cccc(Cl)c2)on1	-4	/	0	-2.0	95*	-12	17	-12	4	-2
CCOC(=O)c1c(C)[nH]c(C(=O)N/N=C/c2cccc(OC)c2)c1C	5	-1	1	-0.8	18	-4	/	4	11	-17
CNC[C@H]1Oc2c(NS(=O)(=O)c3cccs3)cccc2C(=O)N([C@H](C)CO)C[C@@H]1C	8	-26	/	-1.7	4	15	-1	-5	-6	-16
CN(CCc1cnn(C)c1)C(=O)C1CCC(=O)N(CC2CCCCC2)C1 (centres undefined)	-3	-5	-2	0.0	6	1	-1	-4	0	0
CC1(C)CC(=O)C(C=NCC2CCCO2)=C(O)C1 (centres undefined)	0	-23	-2	-0.3	-10	9	-5	-10	1	-3
CCOP(=O)(/C(C#N)=C(/O)c1ccccc1)c1ccccc1 (centres undefined)	-1	-10	-1	2.0	15	-7	-1	-14	-1	-1
C/C(=N\NC(=O)c1cccc(S(=O)(=O)N2CCOCC2)c1)c1ccco1	2	-15	-2	1.3	2	-1	2	5	0	-2
O=C(CN1CCN(CC(=O)Nc2ccccc2Cc2ccccc2)CC1)Nc1ccccc1Cl	0	14	7	-1.6	-2	-22	-4	-21	10	11
CC1(C)CC(=O)C=C(Nc2ccccc2N)C1	7	11	-3	2.7	8	9	-1	-3	2	-12
CNC(=O)Cc1csc2ccc(Cl)cc12	0	4	-2	-0.2	-5	19	-3	-7	1	3
O=C(O)c1cccnc1SCc1ccc([N+](=O)[O-])cc1	-3	/	-4	-0.3	-7	3	1	-16	-1	0
CCOc1ccc(CCN2C(=S)N([C@@H](Cc3ccc(O)cc3)CN3CCCC3CN3C(=S)NC[C@@H]3Cc3ccc(O)cc3)C[C@@H]2CC(C)C)cc1 (some centres undefined)	1	-31	/	-1.1	-29	1	-24	-13	0	88*
Cn1c(CCNC(=O)c2ccco2)nc2cc(NC(=O)C3CCCCC3)ccc21	-1	10	0	-0.9	/	-2	12	-4	0	-5
CCN(CC)c1ccc(NC(=O)c2cccnc2)c(C)c1	4	7	1	3.1	/	-27	0	7	2	-2
N#C/C(=C\c1ccccc1)C(=O)N(c1ccccn1)C1CCCCC1	2	-15	3	0.5	-12	-7	19	-1	-1	1
O=c1c2c(nc3cc(-c4ccc(F)cc4)[nH]n13)CCCC2	0	1	-2	-0.6	10	-21	/	-4	9	3
O=C(CNC(=O)c1cc(=O)[nH]c2ccccc12)Nc1ccc(F)c(F)c1	-2	-6	1	-1.2	3	5	-1	19	0	11
COc1ccc(Br)cc1S(=O)(=O)n1c([N+](=O)[O-])cnc1C	-2	18	-2	0.4	/	-10	1	30	3	-2
COc1ccccc1Cn1c(=O)[nH]c2cccnc21	-2	6	-1	1.8	-4	1	/	-3	-2	1
CCOC(=O)C1CCN(C(=O)c2ccc(Oc3cc(Cl)cc(Cl)c3)o2)CC1	1	6	-3	0.2	-1	-10	3	-17	10	-7
CN1CCN(C(=O)CCNC(=O)Cn2ccc3ccccc3c2=O)CC1	-6	11	2	0.5	/	-42	-2	4	16	-5
Cc1ccsc1C1CC(=O)Nc2ccccc2S1 (centres undefined)	4	-11	-1	2.6	-21	2	-1	4	-3	-1
CCSC1=NN2CCS(=O)(=O)N=C2S1	0	-15	0	0.2	-4	4	-1	-2	5	0
O=C(CN(C(=O)Cn1nnc(-c2ccc(F)cc2)n1)c1ccc(F)c(Cl)c1)NCC1CCCO1 (centres undefined)	-1	22	24	0.4	9	6	41*	-15	-2	-15
O=C(c1ccco1)[C@@H]1[C@@H]2C(=O)N(c3ccc(Br)cc3)C(=O)[C@@H]2C2c3ccccc3C=CN21 (some centres undefined)	-1	12	/	-0.4	-26	9	-1	-4	-3	8
Cc1ccc(NC(=O)N2CCCN(C(=O)OC(C)(C)C)CC2)cc1Cl	-1	0	-1	-0.6	2	-2	-1	19	0	-9
COc1cccc(C2(O)CC(C(F)(F)F)=NN2C(=O)c2ccccn2)c1 (centres undefined)	-7	-6	-26	-1.2	36	-43	45*	-11	11	-13
Cc1c(S(=O)(=O)Nc2ccc(Br)cc2)c(=O)n(C)c(=O)n1C	0	-15	/	-0.2	/	2	-2	-7	0	-5
